OX1R antag-1: blocks the human orexin 1 receptor | O43613 | OX1R-expressing cells, FRET antagonist read-out | inhibition, % at 6.6 µM | 330,000 compounds, 1.8% hits | AID 485270; in the data active means inhibition mostly above about 38%, no sharp cut-off; inactive means mostly below about 40%;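 further: 0% = agonist challenge alone and 100% = reference antagonist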
Target sequence (O43613 whole entry, looked up): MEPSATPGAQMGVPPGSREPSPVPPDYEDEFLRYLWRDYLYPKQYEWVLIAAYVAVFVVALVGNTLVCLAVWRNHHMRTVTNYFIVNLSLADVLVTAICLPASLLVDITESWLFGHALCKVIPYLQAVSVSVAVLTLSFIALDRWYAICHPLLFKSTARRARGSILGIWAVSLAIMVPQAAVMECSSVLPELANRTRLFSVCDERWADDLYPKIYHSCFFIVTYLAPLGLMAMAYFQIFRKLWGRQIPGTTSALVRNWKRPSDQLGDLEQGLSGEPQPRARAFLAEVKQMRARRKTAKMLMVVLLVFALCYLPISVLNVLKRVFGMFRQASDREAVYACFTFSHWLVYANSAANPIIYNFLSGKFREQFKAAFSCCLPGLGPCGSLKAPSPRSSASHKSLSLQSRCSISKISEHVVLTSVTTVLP
OX1R antag-2: blocks the human orexin 1 receptor; O43613; CHO/OX1R cells, Fluo-8 calcium fluorescence, orexin A; inhibition, % at 5 µM; 330,000 compounds, 0.43% hits; AID 434989;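 active means inhibition above its plate's threshold, mean inhibition of all tested compounds on the plate plus 3 SD, cut at about 37% in these data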;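 further: 0% = orexin A challenge wells and 100% = SB-334867-A antagonist wells; not every result past the cut was called active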
An asterisk follows results filed as active.

Molecule	OX1R antag-1	OX1R antag-2
C[C@@H]1COC(=O)[C@H](NC(=O)OCC2c3ccccc3-c3ccccc32)C/C=C\C[C@@H](CC(=O)N[C@H](CO)Cc2ccccc2)C(=O)N1	9	-13
CC1(C)NC(=O)N(CC(O)CN(c2ccccc2)S(=O)(=O)c2ccccc2)C1=O (stereo unspecified)	7	-3
CO/N=C(\c1ccccc1)c1cccnc1	-3	-6
CC(=O)Nc1c2c(nn1-c1ccc(C)cc1)CSC2	9	-19
Cc1nnc(NC2CCCCC2)[nH]c1=O	17	-13
COc1ccc(-c2nn(-c3ccccc3)cc2/C=N/Nc2ccc(Cl)c(C(=O)O)c2)cc1OC	24	-12
CCc1ccc(C(C)NC(=O)c2ccncc2)cc1 (stereo unspecified)	15	-1
CC1(CCc2ccccc2)NC(=O)N(CC(=O)Nc2ccc(S(N)(=O)=O)cc2)C1=O (stereo unspecified)	5	-4
COC(=O)C1=C(CSc2nc3c(cc2C#N)CN(C)CC3)OC(N)=C(C#N)C1c1ccccc1F (stereo unspecified)	22	-21
CCOC(=O)CSc1nnc(-c2ccccc2OC)o1	7	-4
O=C(Nc1c(Cl)cc(Cl)cc1C(=O)NCCN1CCOCC1)c1ccc(Cl)cc1Cl	16	-34
O=C(CNCc1ccccn1)Nc1cc(S(=O)(=O)N2CCCCC2)ccc1Cl	-9	-44
Cc1ccc(NC(=O)CN(C)C(=O)Cc2ccc(Cl)c(Cl)c2)cc1	6	-15
Cc1ccc(C(=O)Nc2nc(-c3ccccc3)c(-c3ccccc3)o2)cc1	26	-31
COc1ccc(C(=O)NC(C)CCc2ccccc2)cc1[N+](=O)[O-] (stereo unspecified)	-1	-43
COc1ccccc1/C=N/NC(=O)CNC(=O)c1ccc(S(=O)(=O)N(C)C)cc1	9	-1
Cc1ccc2[nH]c(=O)c(CN(CC3COCCO3)C(=O)Nc3ccccc3F)cc2c1 (stereo unspecified)	12	-9
CN=c1scc(-c2ccc(Br)cc2)n1C	15	-7
CC1(C2CC2)NC(=O)N(CC(=O)N2CCN(c3ccccc3)CC2)C1=O (stereo unspecified)	4	0
COc1cc(CN2CCC(n3nccc3NC(=O)CCCc3ccccc3)CC2)ccc1O	5	-12
CSC1=NC2C(N1)N(C)C(=O)N2C (stereo unspecified)	-8	18
CC(C)(O)C#Cc1ccc(C(=O)N2CCN(c3ccccc3)CC2)cc1	16	4
CCOc1ccc(CN(C)C(=O)CCN2C(=O)c3ccccc3C2=O)cc1OC	8	-19
CCOc1ncccc1C(=O)N1CCN(C(c2ccccc2)c2ccccc2)CC1	14	-41
CC(=O)Nc1ccc2c(c1)CCCN2C(=O)c1ccccc1	9	-6
CCc1ccc(NC(=O)CNC(=O)c2nn(-c3ccc(OC)cc3)c(=O)c3ccccc23)cc1	18	-20
O=C(Nc1cccc(-c2nnc(-c3ccccc3)o2)c1)C1CC1	27	-21
Cc1nn(CC(=O)NCCCN2CC(C)CC(C)C2)c(=O)c2cccn12 (stereo unspecified)	6	-14
O=C(c1cc2cc(Cl)ccc2[nH]1)N1CCN(Cc2ccc3c(c2)OCO3)CC1	9	-8
CC(=O)Nc1ccc(OC(=O)c2ccc(Br)c([N+](=O)[O-])c2)cc1	30	-6
Cc1ccccc1CS(=O)(=O)c1nnc([C@H](CC(C)C)NC(=O)OC(C)(C)C)o1	12	10
O=[N+]([O-])c1ccccc1/C=N/Nc1nccnc1Cl	28	-24
Cc1ccc(SCC(=O)OC(C)C(=O)Nc2ccc(S(N)(=O)=O)cc2)cc1C (stereo unspecified)	6	-5
COc1ccc(OCCCC(=O)ON=C(N)c2ccccc2Cl)cc1	5	-22
COCc1nnc(SCC(=O)NCc2ccccc2)n1-c1ccccc1	3	-13
COc1cc(/C=N\Nc2nc(-c3ccc(C)cc3)c(NC(C)=O)s2)ccc1O	24	-24
O=C(Cn1cc(S(=O)(=O)Cc2ccc([N+](=O)[O-])cc2)c2ccccc21)N1CCOCC1	4	-6
CC(C)c1ccccc1OCC(=O)NN1C(=O)c2ccccc2C1=O	18	-9
CCCCC[C@@H]1C=C(C(=O)O)[C@H](c2ccc(Cl)c(Cl)c2)N1S(=O)(=O)c1ccc(C)cc1	33	6
CCC1CCCCN1CCCNC(=O)CS(=O)Cc1nc(-c2ccc(OC)c(OC)c2)oc1C (stereo unspecified)	15	-25
Cc1cc(C)c(C)c(S(=O)(=O)N2CCN(C(=O)c3ccc4c(=O)n5c(nc4c3)CCC5)CC2)c1C	11	-34
NS(=O)(=O)c1cccc(NC(=O)CCCC2CCCCC2)c1	5	-21
O=C(/C=C/c1ccc(N2CCCCC2)c([N+](=O)[O-])c1)c1ccc(S(=O)(=O)N2CCCC2)cc1	3	-11
CS(=O)(=O)c1cccc(C(=O)Nc2ccc(-c3nc4ccccc4[nH]3)cc2)c1	15	-19
Cc1[nH]nc2c1C(c1ccc(O)cc1)C1=C(CC(C)(C)CC1=O)N2 (stereo unspecified)	35	-19
CCOC(=O)CSc1nnc(-c2ccoc2C)n1-c1ccc(C)cc1	21	-32
Cc1onc(-c2ccccc2Cl)c1C(=O)Nc1ccccc1N1CCOCC1	12	-33
COc1ccc(N2CCN(C(=O)COC(=O)c3cccc(OC)c3O)CC2)cc1	2	-17

One compound at a time (already shown). Order of values: OX1R antag-1	OX1R antag-2
`CCOC(=O)CSc1nnc(-c2ccoc2C)n1-c1ccc(C)cc1` is listed as 21	-32
`Cc1[nH]nc2c1C(c1ccc(O)cc1)C1=C(CC(C)(C)CC1=O)N2` (stereo unspecified) is listed as 35	-19
`O=C(Cn1cc(S(=O)(=O)Cc2ccc([N+](=O)[O-])cc2)c2ccccc21)N1CCOCC1` is listed as 4	-6
`NS(=O)(=O)c1cccc(NC(=O)CCCC2CCCCC2)c1` is listed as 5	-21

(more compounds)
Value order – OX1R antag-1, OX1R antag-2
CCOc1ccc2nc(SCC(=O)N3CCCc4ccccc43)sc2c1
    25, -4
O=C(Nc1cccc(F)c1)C1CCN(C(=O)c2ccc(Cl)cc2)CC1
    11, -1
CC(=O)CC(c1ccc([N+](=O)[O-])cc1)c1c(O)c2ccccc2oc1=O (stereo unspecified)
    27, 1
C#CCOCCOCCOCCNc1nc(N2CCN(C(=O)CCCCCCCCCCNC(=O)[C@H]([C@@H](C)CC)n3cc(CCCCN=C(N)N)nn3)CC2)nc(N2CCN(C(=O)CCCCCCCCCCNC(=O)[C@H](CO)n3cc(CCCSC)nn3)CC2)n1
    -7, -18
COc1cc(Cl)c(S(=O)(=O)NCCN2CCOCC2)cc1Cl
    1, -4
CCOc1cccc(CNCCNC(=O)c2nonc2N)c1
    9, -20
CCOC(=O)c1c(-c2ccc(Cl)cc2)csc1NC(=O)CNCc1ccco1
    35, -24
CS(=O)(=O)N1CCC(C(=O)NCc2ccc(Cl)cc2Cl)CC1
    18, -13
Cc1cccc(-n2ncc(C#N)c2-n2cccc2)c1
    8, -16
COC(=O)[C@]1(C)N[C@H](c2ccc(SC3CCCCC3)cc2)[C@@H]2C(=O)N(C)C(=O)[C@@H]21
    15, -15
CCCNC(=O)C(Cc1ccccc1C)NC(=O)c1ccc(C#N)cc1 (stereo unspecified)
    3, -3
COc1ccc(C2=NN(C(=O)CCCC(=O)O)C(c3cccs3)C2)cc1OC (stereo unspecified)
    15, -29
O=C(c1cccnc1)N1CCN(C(=O)c2cccc(Cl)c2)CC1
    3, -15
COc1ccc(C(=O)N(C)c2ccccc2C(=O)NCCc2ccccc2)cc1
    5, -12
COc1ccc(CNC(=O)C(NC(C)=O)C(=O)Nc2ccc(C(C)C)cc2)cc1 (stereo unspecified)
    29, -28
Cc1ccc(NC(=O)C2CCN(S(=O)(=O)c3cccc4nonc34)CC2)nc1
    63, -5
Cc1ccc(O)c(C2=Nc3ccccc3N=C(c3ccco3)C2)c1
    24, -34
COc1ccccc1NC(=S)c1ccccc1
    14, -10
CCn1ncc2c(OCc3ccc(C#N)cc3)cc(C)nc21
    7, -45
Cc1cc(OCc2nc(-c3cccnc3)no2)c(C)cc1Br
    4, -8
COC(=O)c1ccc(NC2=CC(=O)CC(C)(C)C2)cc1
    15, -26
COc1ccccc1CNC(=O)COC(=O)C12CC3CC(CC(O)(C3)C1)C2
    7, 1
O=C(CSc1nc2c(cnn2-c2ccccc2)c(=O)[nH]1)N1CCCCC1
    4, -4
O=C(NN1C(=O)c2ccccc2NC1c1ccc([N+](=O)[O-])o1)c1ccccc1 (stereo unspecified)
    20, -6
COc1ccc(NC(=O)COc2cccc3c2CCN(Cc2cccnc2)C3=O)cc1
    -1, -11
Cc1ccc(S(=O)(=O)c2nnn3c2nc(N2CCC(C(N)=O)CC2)c2ccccc23)cc1C
    4, -16
O=C1c2ccccc2C(=O)N1Cc1cc(-c2ccc(Cl)cc2)no1
    5, -10
COc1ccc(OC)c(NC(=O)CSc2nccn2Cc2ccco2)c1
    25, -23
O=C(NCCOc1ccccc1)C1Nc2ccc(OC(F)(F)F)cc2C2C=CCC12 (stereo unspecified)
    15, -17
O=C(Nc1cccc2nsnc12)c1ccc(-c2ccc(Br)cc2)o1
    5, -4
Cc1ccc(-n2c(=O)[nH]c3ncccc3c2=O)cc1
    10, -8
Cc1cc(C)n(CC(=O)n2c3c(c4ccccc42)CCCC3)n1
    11, -21
COc1cc2c3c(c1OC)C1(C=CC(=NNC(N)=O)C=C1)CC3N(C(C)=O)CC2 (stereo unspecified)
    4, -2
CCOc1ccc(-c2ccc(NS(=O)(=O)c3cc([N+](=O)[O-])c(C)c([N+](=O)[O-])c3)cc2)nn1
    18, -34
C[C@H](CO)N1C[C@H](C)[C@@H](CN(C)CC2CC2)Oc2c(NS(=O)(=O)c3ccccc3)cccc2C1=O
    4, -8
CC(CC(=O)Nc1cc(C(F)(F)F)ccc1Cl)c1ccccc1 (stereo unspecified)
    28, -40
Cc1n[nH]c(C)c1CCC(=O)N/N=C/c1c(C)[nH]c2ccccc12
    14, 7
Cn1nc(/C=C/c2ccccc2)ccc1=O
    12, -31
COc1ccccc1C(=O)NNC(=O)c1ccccc1Br
    14, -3
O=Nc1c(O)n(Cc2ccc(Cl)c(Cl)c2)c2ccccc12
    21, -4
Cc1ccc(C(=O)N/C(=C/c2ccc(Cl)cc2)C(=O)NCC2CCCO2)cc1 (stereo unspecified)
    18, -16
N#Cc1c(N)nc(SC2CCCCC2=O)c(C#N)c1-c1ccco1 (stereo unspecified)
    39, -20
CC(C)(C)[C@@H]1COC(=O)[C@H](Cc2ccc(F)cc2)CC/C=C\C[C@@H](CC(=O)N(CCO)Cc2ccccc2)C(=O)N1
    13, 4
COc1cccc(CC(NC(C)=O)C(=O)NC2CCN(c3nnnn3-c3ccccc3)CC2)c1OC (stereo unspecified)
    -1, -3
COc1ccc(CNC(=O)CCc2nc3cc(S(=O)(=O)N(C)C)ccc3n2C)cc1OC
    17, 1
O=C(CN1C(=O)CC(c2ccco2)Sc2ccccc21)NC1CCCCC1 (stereo unspecified)
    8, -35
CCOC(=O)c1ccc(CS(=O)c2ccc(Cl)cc2)o1 (stereo unspecified)
    16, -10
Cc1ccc(C23CC4CC(CC(NC(=O)NN)(C4)C2)C3)cc1
    4, -41
Clc1ccc(/C=N/Nc2nn[nH]n2)cc1
    -2, -12
CC(C)c1ccc(NC(=S)NNC(=O)c2cccs2)cc1
    32, -1
O=C(O)c1cccc(Nc2nc(N3CCOCC3)nc(N3CCOCC3)n2)c1
    2, 0
Cn1c(CCN2CCCCC2)nc2cc(NC(=O)COc3ccc(Cl)cc3)ccc21
    7, -37
Nc1nc(Nc2ccccc2)nc(N2CCOCC2)c1[N+](=O)[O-]
    14, -35
CN1CCN(NC(=O)c2cc(Br)ccc2Cl)CC1
    4, -11
CCN1CCN(C(=O)c2cc3cc(Cl)ccc3[nH]2)CC1
    -7, -27
CC(C)(C)c1ccc(SCCc2ccccn2)cc1
    11, -24
CC(C)=C(C#N)c1nc2ccccc2s1
    9, 74*
O=C(Nc1cccnc1)C1CCCN(S(=O)(=O)c2ccccc2)C1 (stereo unspecified)
    12, -26
COCCn1c(=O)[nH]c2cc(C(=O)NCCc3ccc(S(N)(=O)=O)cc3)ccc2c1=O
    22, 0
COC(=O)c1cc(-c2ccccc2)n(CCN)c1C
    19, -26

The listing continues.
Value order – OX1R antag-1, OX1R antag-2
CCc1ccc(C(=O)NCc2cnn(C)c2)s1
    15, -13
CCCCOC(=O)Nc1nccs1
    7, 0
COC(=O)Nc1nc2c(s1)CCCC2
    12, -4
O=C(Nc1cc(S(=O)(=O)Nc2ccccc2Cl)ccc1O)c1cc2c(s1)CCCC2
    51, 0
COc1ccc(-n2nnnc2SCC(=O)N2C(C)CCCC2C)c(OC)c1 (stereo unspecified)
    14, -19

Quoted from the listing (5 entries):
Value order – OX1R antag-1, OX1R antag-2
CCc1ccc(C(=O)NCc2cnn(C)c2)s1
    15, -13
CCCCOC(=O)Nc1nccs1
    7, 0
COC(=O)Nc1nc2c(s1)CCCC2
    12, -4
O=C(Nc1cc(S(=O)(=O)Nc2ccccc2Cl)ccc1O)c1cc2c(s1)CCCC2
    51, 0
COc1ccc(-n2nnnc2SCC(=O)N2C(C)CCCC2C)c(OC)c1 (stereo unspecified)
    14, -19
